# Avidin bead fluor – green autofluorescence of compounds with avidin beads – biophysical, 488/530 nm, flow cytometry, artefact control, profiling panel; compound fluorescence 488/530 nm; active compounds read high; fluorescence (KMESF) at 10 µM; 220,000 tested, 0.38% active; in the data active means fluorescence above about 47; further: inactives centre near 10
# GSH fluor – compound fluorescence on glutathione beads, profiling panel, artefact control, biophysical, 488/530 nm, flow cytometry. GSH beads flow cytometry, compound fluorescence 488/530 nm; active compounds read high. fluorescence (KMESF) at 10 µM. 190,000 tested, 0.25% active. AID 1776, 2009; in the data active means fluorescence above about 89;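 further: glutathione beads carrying GST-tagged Bcl family fusion proteins plus one bare bead set; values are compound well signal with DMSO vehicle wells as background; inactives centre near 16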
# Rac1 mut GTP – GTP binding modulators of activated mutant Rac1, primary screen, biochemical, bead-based flow cytometry, multiplex, fluorescent GTP; Ras-related C3 botulinum toxin substrate 1 (Homo sapiens), P63000; GST-Rac1 activated beads; actives lie on both sides; 100% means binding = to untreated wells; 190,000 tested, 0.11% active; percent activity (GTP binding), % at 10 µM;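 active means GTP binding at least 20 percentage points away from the 100% baseline, in either direction, so actives lie on both sides; inconclusive means Compound likely fluorescent itself, or too few beads counted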
# Mcl1-Bid inh – Mcl-1/Bid binding inhibitors, primary screen, biochemical, TR-FRET, 1536-well | 220,000 tested, 0.97% active | inhibition, % at 21.7 µM | TR-FRET Mcl-1/Bid-Dy647 peptide binding;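 active means compounds that cut the binding signal by more than half at the single screening dose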;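 further: His-tagged Mcl-1 with europium anti-His antibody binding Bid BH3 peptide; 0% = Mcl-1 plus peptide wells and 100% = peptide-only wells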
# Target sequence (Q07820 whole entry, looked up): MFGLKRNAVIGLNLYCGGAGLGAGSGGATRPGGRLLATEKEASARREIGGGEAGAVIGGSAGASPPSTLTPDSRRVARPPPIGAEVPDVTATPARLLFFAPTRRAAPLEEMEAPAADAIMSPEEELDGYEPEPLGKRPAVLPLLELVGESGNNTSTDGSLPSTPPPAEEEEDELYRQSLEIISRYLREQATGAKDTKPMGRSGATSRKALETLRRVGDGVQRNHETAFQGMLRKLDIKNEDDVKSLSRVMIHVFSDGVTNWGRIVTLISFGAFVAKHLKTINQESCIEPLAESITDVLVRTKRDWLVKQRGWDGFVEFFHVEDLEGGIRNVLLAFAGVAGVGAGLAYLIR
# HRas wt GTP – modulators of GTP binding to HRas wildtype, primary screen, biochemical, bead-based flow cytometry, multiplex. GTPase HRas (Homo sapiens), P01112. GST-Ras wt beads, Bodipy-FL-GTP binding; actives lie on both sides. GTP binding activity, % at 10 µM. 190,000 tested, 0.14% active;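 active means GTP binding activity at least 20% away from the 100% baseline, either lowered as inhibitor or raised as activator; inconclusive means flagged as likely green fluorescent, judged across all proteins in the well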;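 further: 0% = unlabeled GTP competition control and 100% = no-compound control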
# Target sequence (P01112 whole entry, looked up): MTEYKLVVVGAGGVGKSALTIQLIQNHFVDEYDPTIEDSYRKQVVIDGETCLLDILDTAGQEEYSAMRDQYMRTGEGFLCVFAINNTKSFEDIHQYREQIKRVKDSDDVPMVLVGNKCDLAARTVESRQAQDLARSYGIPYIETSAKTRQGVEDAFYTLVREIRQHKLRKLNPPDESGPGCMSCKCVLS
# Pf gametocyte – late stage P. falciparum gametocyte viability inhibitors, primary screen, ATP luminescence, HTS; P. falciparum stage V gametocytes, 24 h; inhibition, % at 10.9 µM; 150,000 tested, 0.065% active;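 active means inhibition above the mean plus 3 SD of compounds within the control limits, set per campaign, cut at about 38% in these data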;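 further: 0% = DMSO wells and 100% = medium only without gametocytes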
# Rac1 wt modul – wildtype Rac1 GTP binding modulators, primary screen, biochemical, GST-Rac1 beads, flow cytometry, multiplex | AID 757, 2007 | GTP binding activity (% of control), % at 10 µM | 190,000 tested, 0.27% active | fluorescent GTP binding; actives lie on both sides; 0 = cold GTP competed, 100 = untreated;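 active means GTP binding activity at least 20 points away from the 100% control level, either lower or higher; inconclusive means compound flagged as likely green fluorescent, judged across all proteins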
# Mcl1 Noxa PPI – Mcl-1/Noxa binding inhibitors, primary screen, biochemical, TR-FRET, 1536-well | Induced myeloid leukemia cell differentiation protein Mcl-1 (Homo sapiens), Q07820 | TR-FRET Mcl-1/Noxa peptide binding, 2 h | inhibition, % at 21.7 µM | 220,000 tested, 1.5% active | AID 1022, 2008;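 active means compounds that cut the protein-peptide binding signal by more than 50% relative to plate controls in a single-dose test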;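 further: His-tagged Mcl-1 with rhodamine Noxa BH3 peptide and terbium anti-His antibody; 0% = Mcl-1 plus Noxa peptide wells and 100% = peptide-only wells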
# Cdc42 wt GTP – modulators of GTP binding to wildtype Cdc42, primary screen, biochemical, multiplex bead flow cytometry, Bodipy-GTP. Cell division control protein 42 homolog (Homo sapiens), P60953. GST-Cdc42 beads; actives lie on both sides. percent activity (GTP binding), % at 10 µM. 190,000 tested, 0.2% active. AID 761, 2007;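 active means percent activity GTP binding at least 20 points away from the 100% baseline, either down as inhibitor or up as activator; inconclusive means compound flagged as likely green fluorescent from well-wide comparison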;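 further: median bead fluorescence of bound Bodipy-FL-GTP at 100 nM; 0% = excess unlabeled GTP control and 100% = no compound control; below 100% means less GTP binding so inhibitor and above means activator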
# Target sequence (P60953 whole entry, looked up): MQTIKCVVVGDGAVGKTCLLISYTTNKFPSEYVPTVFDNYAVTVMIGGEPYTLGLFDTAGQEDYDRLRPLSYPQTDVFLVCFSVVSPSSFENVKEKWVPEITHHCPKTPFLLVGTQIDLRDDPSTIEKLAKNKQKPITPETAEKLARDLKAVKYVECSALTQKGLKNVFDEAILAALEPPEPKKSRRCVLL
# Rab2 wt GTP – modulators of GTP binding to Rab2A wildtype, primary screen, biochemical, dog, bead-based flow cytometry, multiplex | GTP binding activity, % at 10 µM | GST-Rab2 wt beads, Bodipy-GTP binding | Ras-related protein Rab-2A (Canis lupus familiaris), P61105 | 190,000 tested, 0.19% active;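 active means GTP binding activity at least 20 points away from 100%, either lowered or raised; inconclusive means signal likely due to the compound's own green fluorescence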;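 further: 0% = beads with excess unlabeled GTP and 100% = no-compound control corrected for plate trend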
# Rab7 wt modul – modulators of GTP binding to Rab7, primary screen, biochemical, wildtype, multiplex bead flow cytometry | 190,000 tested, 0.055% active | Rab7 GTPase wild type (dog), Bodipy-FL-GTP binding | GST-Rab7 beads, fluorescent GTP binding; actives lie on both sides; untreated = 100%, excess cold GTP = 0% | AID 758, 2007 | GTP binding activity (percent of control), % at 10 µM;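 active means fluorescent GTP binding to Rab7 beads changed by at least 20 points from the 100% baseline, either direction, mostly lower; inconclusive means compound itself probably fluorescent, or too few beads counted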;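 further: median green fluorescence of bound Bodipy-FL-GTP per Rab7 bead population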
# Numbers without * were called inactive; u = inconclusive; x = no result given.
# Sample of the layout:
SMILES,Avidin bead fluor,GSH fluor,Rac1 mut GTP,Mcl1-Bid inh,HRas wt GTP,Pf gametocyte,Rac1 wt modul,Mcl1 Noxa PPI,Cdc42 wt GTP,Rab2 wt GTP,Rab7 wt modul
CCOC(=O)c1cc2c(ccn2C)n1CC(=O)N1CCN(c2ccc(F)cc2)CC1,12,9,97,-97,103,4,103,12,102,101,105
CCN(CC)Cc1cc(CCNC(=O)c2ccc(Cl)cc2)ccc1O,7,45,100,-43,102,x,107,23,101,100,101
COc1ccc(OC(=O)CN2C(=O)C3C4CCC(C4)C3C2=O)cc1 (stereo not given),9,3,95,-22,100,4,104,-10,100,95,98
Cc1cc(F)c(F)c(C(=O)N2C(C)CCCC2C)c1Cl (stereo not given),11,14,98,-2,101,x,106,-1,100,104,106
N#Cc1ccccc1NC(=O)Nc1ccccc1,8,26,99,-18,99,7,98,6,99,98,96
O=C(NCc1ccco1)c1ccc(C(F)(F)F)cc1,26,11,94,-25,98,9,95,2,94,96,99
O=C(NC1CCCCC1)C(c1ccc2ncccc2c1)N(Cc1ccc(F)cc1)C(=O)c1ccc2c(c1)OCCO2 (stereo not given),7,13,98,-8,101,10,100,1,100,100,97
O=C(O)c1ccccc1S(=O)(=O)NCC(O)COc1ccc(Br)cc1 (stereo not given),19,27,99,16,100,11,102,13,104,102,99
O=C(CN1CCCN(Cc2ccc(F)cc2Cl)C1=O)NC1CCCCCC1,16,13,96,-26,102,x,100,14,104,101,102

# The listing, from the first entry:
SMILES,Avidin bead fluor,GSH fluor,Rac1 mut GTP,Mcl1-Bid inh,HRas wt GTP,Pf gametocyte,Rac1 wt modul,Mcl1 Noxa PPI,Cdc42 wt GTP,Rab2 wt GTP,Rab7 wt modul
CCOC(=O)c1cc2c(ccn2C)n1CC(=O)N1CCN(c2ccc(F)cc2)CC1,12,9,97,-97,103,4,103,12,102,101,105
CCN(CC)Cc1cc(CCNC(=O)c2ccc(Cl)cc2)ccc1O,7,45,100,-43,102,x,107,23,101,100,101
COc1ccc(OC(=O)CN2C(=O)C3C4CCC(C4)C3C2=O)cc1 (stereo not given),9,3,95,-22,100,4,104,-10,100,95,98
Cc1cc(F)c(F)c(C(=O)N2C(C)CCCC2C)c1Cl (stereo not given),11,14,98,-2,101,x,106,-1,100,104,106
N#Cc1ccccc1NC(=O)Nc1ccccc1,8,26,99,-18,99,7,98,6,99,98,96
O=C(NCc1ccco1)c1ccc(C(F)(F)F)cc1,26,11,94,-25,98,9,95,2,94,96,99
O=C(NC1CCCCC1)C(c1ccc2ncccc2c1)N(Cc1ccc(F)cc1)C(=O)c1ccc2c(c1)OCCO2 (stereo not given),7,13,98,-8,101,10,100,1,100,100,97
O=C(O)c1ccccc1S(=O)(=O)NCC(O)COc1ccc(Br)cc1 (stereo not given),19,27,99,16,100,11,102,13,104,102,99
O=C(CN1CCCN(Cc2ccc(F)cc2Cl)C1=O)NC1CCCCCC1,16,13,96,-26,102,x,100,14,104,101,102
COc1ccccc1/C=N/NC(=Nc1ccc(C)cc1)c1nc2ccccc2s1,38,19,100,-2,102,x,104,-8,101,100,103
CC1=CC(C)(C)NC(=S)N1c1cccc(C)c1,18,10,96,-61,98,10,98,8,98,97,98
COc1ccc(C(=O)NCC(=O)OCC(=O)N2CCc3ccccc32)cc1,12,15,98,-7,95,x,95,-1,94,93,91
O=C(O)CCCn1cc(NC(=O)c2ccc(F)cc2)cn1,9,21,96,-8,96,2,96,5,100,97,100
CCOc1ccc(-c2cc(CCCC(=O)NCc3ccc(C)cc3)no2)cc1,9,20,95,-9,100,x,101,11,100,101,102
COc1ccccc1C(=O)C1CCCN(C(=O)c2cccc(-n3cccn3)c2)C1 (stereo not given),9,10,100,3,100,6,100,17,101,98,99
CCOC(=O)N=Nc1c(O)n(CC(=O)OC)c2ccccc12,7,13,96,1,96,-15,102,11,98,96,101
C=CCn1c(=N)c(C(=O)NCCCOC)cc2c(=O)n3cccc(C)c3nc21,20,31,98,-7,100,x,101,21,100,99,101
COC(=O)c1ccc2c(c1)N(C)CCS2,23,14,98,-40,99,x,103,16,104,101,104
Cc1cc(NC(=O)CCC(=O)N(Cc2ccco2)C(C(=O)NCC2CCCO2)c2ccncc2)no1 (stereo not given),5,22,98,-10,99,-4,101,-11,97,99,103
COC(=O)Cc1csc(NC(=O)CSc2nnc3ccccn23)n1,12,13,u,-6,u,x,u,15,u,u,u
Cc1ccc(C(=O)N/C(=C\c2ccccc2)C(=O)OCc2ccccc2)cc1,23,15,97,8,96,-8,100,1,97,97,96
C=CCn1c(-c2ccccc2)cc(SC)c(C#N)c1=O,11,11,94,5,93,11,96,5,100,97,90
CCC1Sc2ccccc2N(CC(=O)NCc2ccccc2OC)C1=O (stereo not given),39,11,92,0,95,x,93,2,94,92,94
Cc1csc(=NC(=O)c2ccccc2)n1C,3,29,100,-3,99,-8,102,8,99,100,99
CC1(C)CC(=O)C2=C(C1)NC(=O)CC2C(=O)NCc1ccc(F)cc1 (stereo not given),5,18,102,-52,103,x,108,-13,101,104,103
Cc1ccc(N2CCN(C(=S)Nc3ccccc3)CC2)cc1,9,13,94,-61,95,17,96,-12,95,97,102
Cc1cccc(NC(=O)C(C)n2cc([N+](=O)[O-])cn2)n1 (stereo not given),9,14,95,-12,97,-5,97,-6,96,98,101
O=C(CSc1nccn1-c1ccccc1)NCc1ccc2c(c1)OCO2,6,35,92,4,96,-31,94,13,93,90,96
C(=N\Nc1nc(Nc2ccccc2)nc(N2CCOCC2)n1)/c1c[nH]c2ccccc12,6,26,101,-62,101,x,101,10,103,101,100
O=C(CSc1nnc(-c2ccccn2)n1Cc1ccccc1)N1CCOCC1,9,11,97,-46,99,x,98,2,100,101,105
CC(C)CCN1CCN(Cc2cccc(C(F)(F)F)c2)CC1CCO (stereo not given),11,11,97,-20,98,13,99,11,98,98,99
O=S(=O)(NCCCN1CCOCC1)c1ccc2c(c1)OCCO2,27,67,97,-18,100,15,99,11,98,101,104
Cc1ccc(CN(C(=O)C(F)(F)F)C(C(=O)NC2CCCCC2)c2ccco2)cc1 (stereo not given),6,37,99,-1,100,x,103,-5,100,100,99
CCOc1c(Br)ccc2c1sc1nc[nH]c(=O)c12,13,23,96,2,97,-9,96,-4,97,95,100
Cc1cc2cc(OCC(=O)O)ccc2n1C,27,23,98,-11,100,-21,106,19,100,100,102
Nc1c(C(=O)NCCN2CCOCC2)c2nc3ccccc3nc2n1CCc1ccccc1F,9,11,101,-2,102,x,102,9,101,102,105
COc1ccc(NCC(=O)N2CCCC2)cc1Cl,14,9,97,-26,99,-20,100,-2,100,99,95
CCOC(=O)C1CCN(S(=O)(=O)c2cccc(-c3cn4cccc(C)c4n3)c2)CC1,34,13,95,-18,97,x,95,5,96,96,98
CCOC(=O)c1cnc(-c2ccccc2)nc1Oc1ccc(Cl)c(Cl)c1,5,23,99,2,100,15,100,-14,100,100,103
CCN(CC)S(=O)(=O)c1ccc2oc(SCC(=O)NCc3ccccc3)nc2c1,3,39,102,9,106,19,112,5,106,105,102
CCOC(=O)c1cnn(-c2c(Cc3ccccc3)c(C)nc3c(-c4ccccc4)c(C)nn23)c1N,8,17,100,9,100,9,102,26,97,101,100
Cc1ccccc1NS(=O)(=O)c1cc(C(=O)Nc2ccccc2-c2ccccc2)ccc1Cl,11,32,96,0,99,x,99,12,99,98,99
OCCNC(=S)NCCc1ccccc1,7,13,103,-26,104,13,108,7,105,104,101
CCNC(=O)COC(=O)c1ccc(-n2nc(C)cc2C)cc1,10,14,97,1,98,-9,97,-8,101,105,109
COc1ccc(CCNC(=O)CSCc2ccc([N+](=O)[O-])cc2)cc1,7,9,92,-9,92,24,93,-3,99,91,98
CNC(=O)c1csc(-c2ccc(Cl)cc2)n1,8,15,97,-19,95,-12,100,11,93,99,101
CC1CCN(c2nc(CN3CCCCC3)nc3scc(-c4ccccc4)c23)CC1,16,9,101,3,100,8,101,22,100,101,99
Cc1ccc(N(CC(=O)NCc2ccncc2)S(C)(=O)=O)cc1Cl,27,14,96,-5,97,16,101,5,102,100,99
Cc1cc(Oc2ccccc2)nc2ccc(O)cc12,12,26,95,-28,98,x,97,22,99,97,96
O=C(Nc1ccc2c(c1)OCO2)C(c1ccc(Cl)cc1)N1CCN(C(=O)c2ccco2)CC1 (stereo not given),35,14,96,8,100,x,99,11,99,98,101
# Remaining list, next part.
SMILES,Avidin bead fluor,GSH fluor,Rac1 mut GTP,Mcl1-Bid inh,HRas wt GTP,Pf gametocyte,Rac1 wt modul,Mcl1 Noxa PPI,Cdc42 wt GTP,Rab2 wt GTP,Rab7 wt modul
COc1ccc(C2C(C(=O)N3CCN(c4ccccn4)CC3)CCC(=O)N2c2cc(OC)c(OC)c(OC)c2)cc1 (stereo not given),26,22,99,-36,96,-12,93,-7,98,97,100
COc1ccc(CCn2c(C)cc(C(=O)CSc3nnc(N)s3)c2C)cc1,21,17,100,-124,94,x,99,11,102,97,96
C=CCNCCCOc1ccc(C(C)(C)c2ccccc2)cc1,4,11,99,52*,100,-19,102,32,100,100,97
CC(C)(C)c1cc2cccnc2n1Cc1ccccc1,5,23,97,7,96,-9,97,19,97,95,94
COc1ccc(CNC(=O)c2ccc(NC(=O)C3CCCO3)cc2)cc1 (stereo not given),3,36,100,4,98,x,100,5,98,101,98
CC(C)N1CCC(N2CCN(Cc3cc(F)ccc3-n3cccn3)CC2CCO)CC1 (stereo not given),10,7,95,-2,96,3,96,-3,95,97,103
CC(=O)c1cc(CN2CCN(C3CCN(C(C)C)CC3)C(CCO)C2)cs1 (stereo not given),7,20,98,-59,98,-2,98,7,98,99,104
